TIM10 inh: growth inhibitors of isogenic TIM10 control yeast, primary screen, counter-screen for tim10-1 yeast inhibitor project, luminescence, uHTS. S. cerevisiae TIM10 strain growth, BacTiter-Glo luminescence, 24 h. inhibition, % at 10 µM. actives 1.4% (n = 330,000). AID 463195, 2010;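 active = inhibition of 40% or more at the single tested concentration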;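 note: wild-type TIM10 isogenic control strain grown at permissive 25 °C; 0% = DMSO yeast wells and 100% = minimal medium wells without yeast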
tim23-1 inh: growth inhibitors of tim23-1 mutant yeast, primary screen, luminescence, uHTS. S. cerevisiae tim23-1 growth, BacTiter-Glo luminescence, 24 h. inhibition, % at 20 µM. actives 1.3% (n = 330,000). AID 463212, 2010;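 active = growth inhibition of the mutant yeast at or above 50%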;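 note: temperature-sensitive mutant grown at 25 °C; plate controls were DMSO-treated mutant yeast for no effect and medium wells lacking yeast for full effect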
NALP3 yeast inh: NALP3 inflammasome inhibitors in reconstituted yeast, primary screen, luminescence, uHTS; Yeast reconstituted NLRP3/ASC/caspase-1, beta-gal luminescence, 24 h; inhibition, % at 10 µM; actives 0.39% (n = 330,000);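 active = inhibition of 50% or more; inactive = inhibition below 50%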;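 note: plate controls were induced DMSO wells for no effect and uninduced yeast grown without galactose for full effect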
MPTP inh: mitochondrial permeability transition pore inhibitors, primary screen, biochemical, isolated mouse mitochondria, absorbance; actives 1.4% (n = 360,000); AID 602449, 2012; inhibition, % at 10 µM; Ca2+ swelling absorbance, 30 min;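 active = inhibition of 50% or more, scaled per plate between neutral and stimulator controls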;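 note: 0% = DMSO wells given calcium and 100% = 1 mM EGTA wells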
tim10-1 inh: growth inhibitors of tim10-1 mutant yeast, primary screen, luminescence, uHTS; S. cerevisiae tim10-1 ts strain growth, BacTiter-Glo, 24 h; inhibition, % at 20 µM; actives 2.2% (n = 330,000);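 active = inhibition of at least 40%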;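 note: mutant grown at 25 °C; 0% = DMSO wells with yeast and 100% = wells holding no yeast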
APJ ag: agonists of human apelin receptor APJ, primary screen, CHO-K1 cells, PathHunter beta-arrestin, luminescence. activation, % at 20 µM. P35414. AID 2520, 2010. actives 0.11% (n = 330,000). 0% DMSO wells, 100% apelin;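 active = activation more than six SD over the plate average, tested at 20 µM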;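 note: 0% = DMSO alone and 100% = apelin-13 at 10 nM; some results filed as inactive read as strong as hits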
Target sequence (P35414 whole entry, looked up): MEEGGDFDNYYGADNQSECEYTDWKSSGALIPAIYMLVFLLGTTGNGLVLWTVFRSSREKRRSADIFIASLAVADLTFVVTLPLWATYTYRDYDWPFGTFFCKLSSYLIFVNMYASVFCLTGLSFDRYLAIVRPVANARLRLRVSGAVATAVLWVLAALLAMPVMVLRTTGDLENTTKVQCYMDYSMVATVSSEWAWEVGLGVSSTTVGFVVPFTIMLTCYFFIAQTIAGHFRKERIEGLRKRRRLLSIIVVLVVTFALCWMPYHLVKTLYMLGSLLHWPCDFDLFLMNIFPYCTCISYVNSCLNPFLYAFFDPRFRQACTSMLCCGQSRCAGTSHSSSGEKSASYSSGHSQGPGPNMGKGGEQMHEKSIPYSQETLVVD
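Material: engineered CHO-K1 APJ arrestin reporter cells; amount: 1000 CHO-K1 reporter cells seeded per well; incubation: compound stimulation 90 min at 25 °C, detection 60 min; signal: luminescent beta-gal fragment complementation, chemiluminescent substrate; read-out basis: APJ agonist activity; controls: DMSO-only wells as negative, 10 nM Apelin-13 as positive control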
GRIN3A LBD mod: binders of NR3A ligand-binding domain, primary screen, biophysical, differential scanning fluorimetry, uHTS; actives 2.5% (n = 340,000); Tm shift relative to glycine control, % at 25 µM; NR3A LBD differential scanning fluorimetry, Tm shift; 0% = protein alone, 100% = glycine-bound protein; AID 1259313, 2017; Glutamate receptor ionotropic, NMDA 3A (GRIN3A) ligand-binding domain;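 active = melting temperature shift of at least 10% of the positive control shift, at one fixed dose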
APJ antagonist: antagonists of human apelin receptor APJ, primary screen, CHO-K1 cells, beta-arrestin complementation, luminescence | inhibition, % at 20 µM | actives 0.32% (n = 330,000) | AID 2521, 2010 | P35414;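 active = inhibition above about 40% at 20 µM, limit read from the data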;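 note: cells challenged with 10 nM apelin-13 agonist together with compound; plate controls were apelin-13 plus DMSO wells for no effect and DMSO wells lacking apelin-13 for full effect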
beta cell repl: inducers of MIN6 beta-cell proliferation, primary screen, ATP luminescence, uHTS; proliferation, % at 10 µM; AID 2380, 2010; MIN6 cells proliferation, ATPlite luminescence, 48 h; cells starved in 0.2% serum; 100% = growth in 10% serum; actives 0.29% (n = 330,000);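 active = compounds whose signal lies at least 3.5 SD above the mean of all wells on their plate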;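 note: 0% = DMSO-treated cells in low-serum medium and 100% = 10% serum control; some compounds called inactive have numbers as strong as hits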
An asterisk follows results filed as active; . = not tested or not shown.

Structure,TIM10 inh,tim23-1 inh,NALP3 yeast inh,MPTP inh,tim10-1 inh,APJ ag,GRIN3A LBD mod,APJ antagonist,beta cell repl
O=C(O)[C@H]1CCCC[C@H]1C(=O)Nc1cc([N+](=O)[O-])ccc1F,20,11,4,-0.4,7,-4,-3,0,2
O=C(N=C1SC2CS(=O)(=O)CC2N1Cc1ccc(F)cc1)C1CCCO1 (centres undefined),2,0,5,-1.3,-13,5,1,4,-5
O=C(CNS(=O)(=O)c1ccccc1)NCC(=O)OCc1ccc(Cl)cc1,-17,1,11,0.7,9,-2,1,2,-3
CCOC(=O)Cc1ccc(NS(=O)(=O)c2ccc(SC)cc2)cc1,10,29,15,1.4,20,-1,-1,-3,1
CC(=O)NS(=O)(=O)c1ccc(NC(=O)C2c3ccccc3Oc3ccccc32)cc1,3,18,-12,-0.2,-3,-2,11*,1,0
C=CCNC(=O)C(C(=O)OCC)C1CCCCC1 (centres undefined),10,3,-6,-0.1,9,-6,-1,3,-2
O=C(N/N=C/c1c(Cl)cccc1Cl)c1ccc(F)cc1,4,1,19,-0.3,-15,1,0,-5,-2
CC1(C)CCc2cc(-c3ccnc(=S)[nH]3)ccc2O1,7,20,4,1.6,32,-5,1,-4,-4
O=C(CCCn1cnc2ccccc2c1=O)Nc1ccccc1F,1,-9,7,-0.9,-2,0,2,9,-2
O=C(NN=C1CCCC1)c1ccn[nH]1,11,21,13,-0.7,10,1,-2,7,-2
CCN(CC)CCN(C(=O)c1ccc2c(c1)OCCO2)c1nc2cc3c(cc2s1)OCO3,15,11,9,-0.7,24,0,1,18,6
COC(=O)NCC(c1cccnc1)N1CCN(c2ccccc2F)CC1 (centres undefined),8,-3,6,-0.7,13,-3,0,20,2
Cc1nc(CNS(=O)(=O)c2cc(F)ccc2F)cs1,7,5,2,-0.4,1,-4,1,-10,-1
CCOC(=O)CC(=O)CSc1nnc2c(n1)[nH]c1ccccc12,14,7,-8,0.5,17,1,-1,5,-1
COc1cc(OC)cc(C(=O)NNc2nc3cc4c(cc3s2)OCO4)c1,-6,16,13,0.7,-4,6,-1,-20,-2
CC[C@]12c3[nH]c4cc(CCC(=O)N(C)C)ccc4c3CCN1C(=O)[C@@H](CC(=O)NCc1ccco1)C[C@@H]2C(=O)N1CCN(C(=O)c2ccco2)CC1,12,20,.,-2.3,7,.,0,.,.
Cn1c(SCC(=O)c2c(N)n(C)c(=O)n(C)c2=O)nnc1-c1ccc(F)cc1,4,-2,-2,-1.0,10,-2,-3,-1,-2
Cc1nc2[nH]c(=O)c3c(n2n1)NC1=C(C(=O)CC(C)(C)C1)C3c1ccccc1 (centres undefined),6,4,16,2.1,6,-3,0,-3,-1
O=S(=O)(c1ccc(SCCOc2ccc(Br)cc2)nc1)N1CCCC1,7,18,12,-0.3,17,-3,5,8,-5
Cc1ccc(Nc2nc3c(c(=O)[nH]c(=O)n3C)n2Cc2ccc(F)cc2)cc1,-15,-3,24,-2.9,-1,-2,-12,9,-1
COc1ccc(C(=O)Nc2ccc(N3CCOCC3)cc2)cc1S(=O)(=O)NC1CCCC1,13,3,-3,1.7,12,1,-4,-5,4
CC(C)Cc1nnc(NC(=O)c2cc(-c3ccncc3)nc3ccccc23)s1,16,11,4,2.5,17,-3,-5,6,1
Cc1ccc(CC(=O)Nc2nncs2)cc1,3,6,5,-0.1,15,-1,-1,1,-3
O=C(CSCc1cnn(-c2ccccc2)c1-n1cccc1)NCC1CCCO1 (centres undefined),12,9,9,0.9,8,-5,.,-1,-1
C=CCn1c(COc2ccc(F)cc2)nnc1SC(C)C(=O)NCC1CCCO1 (centres undefined),-1,7,15,-2.4,-5,-4,2,2,-4
CC[C@H]1C(c2ccc(F)cc2)=NN(c2ccccc2)[C@@H]1CO,13,44,.,2.1,21,.,-19,.,.
O=C(CSc1nnc(CNC(=O)c2c(F)cccc2Cl)o1)NCc1ccc2c(c1)OCO2,-9,4,-2,0.5,10,-6,2,5,-2
CNS(=O)(=O)c1ccc(NCC2COc3ccccc3O2)c([N+](=O)[O-])c1 (centres undefined),-2,14,2,1.3,14,-1,-4,8,-3
Cc1ccc(S(=O)(=O)N[C@@H](Cc2ccccc2)C(=O)N2CCC(C(=O)N[C@H](C(=O)O)C(C)O)CC2)cc1 (some centres undefined),0,1,8,0.4,-1,-3,-1,7,-1
C/C(=N\Nc1nc2ccccc2[nH]1)c1ccc(C)o1,7,-10,21,1.7,17,0,-1,-15,0
COc1ccc(OC)c(S(=O)(=O)n2nc(C)cc2C)c1,-7,12,-2,-0.3,16,-5,1,-10,3
CC1CCN(CC[C@H]2CCCN2S(=O)(=O)c2cccc(O)c2)CC1,3,-16,14,-0.1,-15,8,-2,8,-2
COc1cccc(CN(C)C(=O)[C@@H](NC(=O)c2ccc(C)cc2)C(C)C)c1,14,26,2,0.2,7,-2,4,-1,1
O=C(O)c1cn(Cc2ccccc2)c2ccccc2c1=O,2,9,1,0.9,2,-1,-3,10,-2
CCc1nnc(NC(=O)CCC(=O)NCC2CCCO2)s1 (centres undefined),2,27,8,-2.5,10,-6,-3,6,-2
O=C(NCc1ccccc1F)c1cccs1,-29,0,16,-2.7,8,2,0,-7,-1
O=C(Cc1ccccc1F)Nc1cc(Cl)ccc1N1CCCC1,15,15,7,-1.1,7,0,4,18,0
O=C1c2[nH]nc(-c3ccccc3O)c2C(c2cccc(Cl)c2)N1CC1CCCO1 (centres undefined),15,15,3,16,21,-1,-11,-2,-5
COc1ccccc1N1CCN(Cc2cc(Br)c(O)c3ncccc23)CC1,-9,68*,-12,1.7,54*,-1,-7,11,-7
COc1ccc(C(=O)Nc2ccnn2C2CCN(CC3CC=CCC3)CC2)cc1 (centres undefined),-1,4,13,0.2,1,2,0,6,2
COc1ccc(C(=O)n2c(-c3ccco3)nc3ccccc32)cc1,-2,19,23,-0.6,3,4,1,-2,0
O=C(O)CC(SCc1ccc(C(=O)O)o1)C(=O)O (centres undefined),17,6,4,-0.8,6,5,-3,11,0
CCOc1cc(CN2CCN(c3ncccn3)CC2)ccc1OC,-6,-4,3,3.0,9,-3,0,17,-3
Cc1cccc(C(=O)OCC(=O)c2ccc3c(c2)OCO3)c1O,5,15,27,0.2,-2,-1,3,-1,-4
CCn1c(NC(=O)c2ccccc2)nc2ccccc21,-3,30,36,-0.8,-40,4,-1,-7,2
CCOC(=O)C1=C(C)NC(SC(C)=O)=NC1c1ccc(OC(C)=O)c(OC)c1 (centres undefined),19,31,14,1.2,26,-4,-3,9,-2
O=C(NN1C(=O)c2ccccc2NC1c1cccnc1)c1ccccc1 (centres undefined),-16,-3,6,0.9,-8,0,-1,-5,5
N#Cc1ccccc1NC(=S)NC(=O)c1cccnc1,-2,17,21,0.2,-16,0,1,-11,-2
CN(C)C(=O)Cn1c(SCC(=O)NC2CCCCC2)nc2ccccc21,-3,11,-1,1.6,9,-7,0,4,-1
CCN1C(=O)/C(=C2/Sc3ccccc3N2CC)SC1=S,-8,9,13,0.9,3,2,-3,-4,-3
Cc1ccc(S(=O)(=O)Nc2ccc3c(c2)CC(=O)N([C@H](C)CO)C[C@@H](C)[C@H](CN(C)Cc2ccc(-c4ccccc4)cc2)O3)cc1,5,32,1,-0.8,20,-1,-9,2,-6
COc1cccc(NC(=O)CSc2ccccn2)c1,-1,2,12,-1.9,2,-3,-1,14,0
COC1(OC)N=C(N)C2(C#N)C(c3ccc(C)cc3)C12C#N (centres undefined),-7,-7,3,-0.2,9,0,0,12,0
CCN1CCN(C(c2cc(OC)c(OC)c(OC)c2)c2nnnn2C(C)C)CC1 (centres undefined),6,5,5,-1.7,4,0,-7,-9,0
C=CC[C@H](CC(=O)N(CCO)Cc1ccccc1)C(=O)NC[C@H](OC(=O)[C@@H](CC=C)CC(=O)OC(C)(C)C)c1ccccc1,6,25,25,-0.4,13,-7,-3,16,-4
CC(C)c1cc(C(=O)N2CCCC(Nc3ccc(F)cc3)C2)n[nH]1 (centres undefined),2,0,9,4.3,7,-1,-1,-12,1
O=c1[nH]cnc2c1C1(CCCC1)Cc1ccccc1-2,26,40,8,1.9,36,0,0,-9,2
CCOc1ccccc1N1CCN(CC(=O)NC(=O)NCc2ccco2)CC1,1,10,2,-0.5,30,-6,-2,-14,-3
CCOc1ccc(NC(=O)c2ccc(N3CC4CC(C3)c3cccc(=O)n3C4)c(N)c2)cc1 (centres undefined),-10,9,17,3.5,14,-1,-3,26,-3
O=C1N[C@@H](Cc2c[nH]c3ccccc23)COC(=O)[C@H](Cc2ccc(F)cc2)C/C=C\C[C@H]1CC(=O)N(CCO)Cc1ccccc1,7,7,30,0.2,20,1,8,-2,-6

(next part)
Structure,TIM10 inh,tim23-1 inh,NALP3 yeast inh,MPTP inh,tim10-1 inh,APJ ag,GRIN3A LBD mod,APJ antagonist,beta cell repl
C=CCc1cc(Cl)ccc1OC(=O)Nc1cccc(Cl)c1,-5,13,16,93*,-9,-1,11*,-7,-6
CCN(CC(=O)Nc1ccccc1C(F)(F)F)C(=O)Cn1c(=O)cnc2ccccc21,-4,-8,15,0.0,-15,10,1,4,-3
CCCCC(C(=O)NC(C)(C)C)N(Cc1ccccc1Cl)C(=O)c1snc(C(N)=O)c1N (centres undefined),14,31,14,-0.7,35,1,-5,4,0
CC(Oc1ccc2ccc(=O)oc2c1)C(=O)NCC1CCC(C(=O)O)CC1 (centres undefined),-4,-5,9,0.6,-28,-5,-2,-44,-2
Cc1ccc(N2C(=O)c3ccccc3NC2c2ccccc2O)cc1 (centres undefined),-2,2,-3,1.7,2,-2,5,14,-4
Cc1c(Cl)cccc1N=C(N)N=C(N)N,-6,8,6,0.3,8,-2,-3,-11,-3
N#Cc1ccc(C(=O)NCC(c2ccco2)N2CCCCC2)cc1 (centres undefined),-3,-10,6,1.1,19,-4,-3,-11,-2
C/C(O)=C(/C=Nc1ccccc1)C(=O)Nc1ccccc1,-1,18,28,0.2,25,0,0,-5,0
CC(C)N(CC(O)COc1ccc(CC(N)=O)cc1)CC(O)COc1ccc(CC(N)=O)cc1 (centres undefined),8,2,7,-0.3,-5,0,-3,23,-4
Cc1noc(C)c1COc1ccccc1C(=O)NCCc1ccc(S(N)(=O)=O)cc1,8,-7,8,0.1,3,-2,3,-2,1
Cc1cc(C=O)c(C)n1-c1cc(C(=O)O)cc(C(=O)O)c1,3,14,15,-0.1,-8,1,0,0,-3

Some values from the list:
COC(=O)NCC(c1cccnc1)N1CCN(c2ccccc2F)CC1 (centres undefined) in NALP3 yeast inh → 6
O=c1[nH]cnc2c1C1(CCCC1)Cc1ccccc1-2 in APJ antagonist → -9

From PubChem BioAssay

The order is random. About 7.2% of those tested had a hit in this group.
